High-throughput results deposited in PubChem by several laboratories.
TDP2 inh: blocks human TDP2 phosphodiesterase activity | recombinant TDP2, T5PNP hydrolysis, p-nitrophenol absorbance 415 nm | O95551 | inhibition, % at 12.8 µM | actives 0.34% (n = 370,000);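 active means inhibition above the mean of all tested compounds plus 3 SD, set per campaign, cut at about 25% in these data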;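 further: 0% = DMSO with enzyme and 100% = buffer with substrate but no TDP2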
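Evaluation: % inhibition relative to enzyme-containing and enzyme-free wells. Material: recombinant human TDP2. Benchmarks: enzyme-free and DMSO wells. Timing: enzyme reaction with compound for 2 h at 37 °C. Compound dosing: 12.8 µM only. Measured by: p-Nitrophenol epi absorbance. Reagent: T5PNP substrate at 5 mM, a TopII-DNA adduct mimic. Replication: single well per compound.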
SIAE primary: inhibitors of human sialic acid acetylesterase SIAE. Q9HAT2. SIAE FP-Rh probe binding, fluorescence polarization. actives 0.69% (n = 370,000). inhibition, % at 9.66 µM;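 active means inhibition above a cutoff: mean of compounds within the control limits plus 3 SD of those, cut at about 17% in these data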;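 further: 0% = plate median of compound wells and 100% = probe without SIAE protein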
TCR-CD3 inh: inhibitors of human TCR-CD3 interaction | actives 0.37% (n = 360,000) | inhibition, % at 9.4 µM | TAMRA-labeled TCR probe fluorescence, biochemical | AID 651800; in the data active means inhibition above about 19%;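 further: recombinant mutant TCR 2C K166C tagged with TAMRA read by polarization; 0% = receptor in buffer alone and 100% = receptor with positive control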
HTRA1 inh: inhibitors of human serine peptidase HTRA1; Q92743; recombinant HTRA1, FP-rhodamine activity-based probe, fluorescence polarization; inhibition, % at 5.96 µM; actives 0.5% (n = 340,000); AID 504803; in the data active means inhibition above about 36%;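 further: 0% = enzyme with DMSO and 100% = wells lacking enzyme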
ABHD4 inh: inhibits mouse alpha/beta hydrolase domain 4; purified mABHD4, FP-Rh probe fluorescence polarization; inhibition, % at 8.92 µM; AID 720543; actives 0.54% (n = 370,000);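 active means inhibition exceeding the mean over every tested compound plus 3 SD, cut at about 30% in these data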;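 further: 0% = plate median of compound wells and 100% = S159A mutant with DMSO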
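Assay system: wild-type mouse ABHD4 protein; compound: single nominal dose of 8.92 µM, 0.89% DMSO final; schedule: 45 min + 60 min at 25 °C; measured by: FP readout, ex 525 nm / em 598 nm; evaluation: % inhibition of FP-Rh probe binding versus controls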
rCAG RNA binder: r(CAG) repeat RNA binding; actives 1.3% (n = 370,000); inhibition, % at 3 µM; TO-PRO-1 dye displacement fluorescence;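 active means inhibition above the plate cutoff, the mean of all test compounds on that plate plus 3 SD, cut at about 35% in these data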;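 further: 0% = DMSO alone and 100% = 100 µM mitoxantrone as full dye displacement; higher means more dye released from RNA so lower well fluorescence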
Rev-erbA mod: modulators of human Rev-erb alpha DNA binding | Rev-erbα–FITC-DNA binding, fluorescence polarization, 90 min | activity, % at 10 µM | actives 0.79% (n = 370,000) | AID 1259318;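 active means activity above about 14%, limit read from the data; passing the limit was not always enough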;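 further: 0% = DMSO wells with 35 nM protein and 100% = DMSO wells with 750 nM protein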
Target sequence (P20393 whole entry, looked up): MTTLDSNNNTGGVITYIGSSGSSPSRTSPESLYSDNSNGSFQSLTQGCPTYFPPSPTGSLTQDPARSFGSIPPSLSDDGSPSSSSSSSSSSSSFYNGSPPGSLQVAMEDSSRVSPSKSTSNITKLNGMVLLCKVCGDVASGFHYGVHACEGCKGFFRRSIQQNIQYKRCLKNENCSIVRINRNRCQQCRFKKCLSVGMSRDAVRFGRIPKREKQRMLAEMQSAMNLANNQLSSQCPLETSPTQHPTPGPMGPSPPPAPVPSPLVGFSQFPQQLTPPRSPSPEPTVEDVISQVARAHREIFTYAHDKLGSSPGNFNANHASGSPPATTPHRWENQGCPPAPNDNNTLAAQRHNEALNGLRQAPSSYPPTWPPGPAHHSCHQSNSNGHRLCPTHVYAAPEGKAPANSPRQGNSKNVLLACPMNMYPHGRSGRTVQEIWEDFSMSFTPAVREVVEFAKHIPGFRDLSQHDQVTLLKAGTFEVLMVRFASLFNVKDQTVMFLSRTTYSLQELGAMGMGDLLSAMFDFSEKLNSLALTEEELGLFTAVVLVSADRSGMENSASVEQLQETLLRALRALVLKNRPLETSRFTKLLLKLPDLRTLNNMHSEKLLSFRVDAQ
PG9 binder: binds the HIV-1 gp120 antibody PG9 | TR-FRET gp120-PG9 antibody binding | inhibition, % at 6.7 µM | actives 0.43% (n = 360,000); in the data active means inhibition above about 8.5%
PRMT1 FP inh: PRMT1 (human) inhibition, primary screen | AID 652257 | Q99873 | actives 1.3% (n = 370,000) | inhibition, % at 2.79 µM | recombinant PRMT1, activity-based probe fluorescence polarization;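 active means inhibition above about 21% made by adding two undisclosed values, limit read from the data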
Target sequence (Q99873 whole entry, looked up): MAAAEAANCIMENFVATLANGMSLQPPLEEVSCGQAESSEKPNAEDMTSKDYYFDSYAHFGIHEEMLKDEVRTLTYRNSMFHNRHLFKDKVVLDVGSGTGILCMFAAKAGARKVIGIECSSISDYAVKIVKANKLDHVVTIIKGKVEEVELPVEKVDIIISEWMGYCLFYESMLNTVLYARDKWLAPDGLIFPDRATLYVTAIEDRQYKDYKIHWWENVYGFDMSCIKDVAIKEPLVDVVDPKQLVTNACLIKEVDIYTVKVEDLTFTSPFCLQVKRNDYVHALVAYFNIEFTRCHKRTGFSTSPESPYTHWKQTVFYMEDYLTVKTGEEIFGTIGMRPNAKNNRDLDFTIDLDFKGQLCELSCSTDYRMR
LEDGF integ inh: blocks HIV-1 LEDGF/p75-dependent DNA integration; TR-FRET IN-LEDGF/p75 DNA integration, Eu/Cy5; inhibition, % at 3.7 µM; actives 0.64% (n = 370,000);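 active means inhibition above the screen-wide mean plus 3 SD, cut at about 13% in these data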;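 further: signal is the Cy5 over europium emission ratio at 671 and 618 nm; 0% = plate median of compound wells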
An asterisk follows results filed as active; . = no result given.

SMILES	TDP2 inh	SIAE primary	TCR-CD3 inh	HTRA1 inh	ABHD4 inh	rCAG RNA binder	Rev-erbA mod	PG9 binder	PRMT1 FP inh	LEDGF integ inh
CC(OC(=O)c1ccccc1)C(=O)NCc1ccco1 (configuration not stated)	-8	-1	-1	4	-3	3	-2	-2.4	0	2
COc1ccc(-n2nnnc2SCC(=O)NCc2cccs2)cc1	-4	3	0	4	1	-3	-3	0.2	-2	-2
CC(=O)c1oc2ccccc2c1NC(=O)CN1CCCCC1	-4	6	-7	2	-13	-6	-4	1.2	4	2
CC(=C1C(=O)c2ccccc2C1=O)N1CCN(Cc2ccccc2)CC1	-7	-5	-1	-3	-8	7	-5	-1.5	8	11
CN(C(=O)COC(=O)CSc1ccc(C(N)=O)cc1[N+](=O)[O-])C1CCCCC1	10	2	-1	-5	8	2	4	1.4	13	-2
COc1ccccc1OCCNC(=O)Cc1ccc(Cl)c(Cl)c1	1	-2	4	0	0	-6	-2	1.5	2	-1
COc1cc(C(C)=O)ccc1OCC(O)CN1CCN(c2ccccn2)CC1 (configuration not stated)	26*	-3	3	-6	4	-5	2	-2.4	-3	-1
OC(CCc1ccncc1)COc1ccccc1 (configuration not stated)	12	5	0	0	1	-1	-4	2.4	2	3
CCOc1ccc(NC(=O)CN2C(=O)CSC(C)C2=O)cc1 (configuration not stated)	10	1	-5	2	9	-2	-5	-0.4	2	-1
COc1cc(C(=O)N/N=C/c2ccccn2)cc(OC)c1OC	-9	3	0	3	1	-2	-7	1.0	-3	3
COC(=O)c1c(NC(=O)CN2C(=O)NC3(CCC(C)CC3)C2=O)sc2c1CCC2 (configuration not stated)	-6	-1	-3	-7	8	5	8	-0.7	0	1
O=C(Nc1ccncc1)c1cc(-c2ccc(Cl)cc2)nc2ccccc12	-16	-2	.	.	-3	8	-3	.	11	-5
COc1ccccc1-n1c(SCC(=O)N(C)C)nnc1-c1ccco1	7	-4	1	3	-1	-1	-2	-1.7	-2	-3
Cc1ccc(N2CCN(/N=C\c3cccnc3)CC2)cc1	5	7	.	.	11	0	-3	.	2	-3
CCCc1noc2c1/C(=N\O)CC(c1ccccc1)C2 (configuration not stated)	-13	1	2	-1	-7	0	4	-1.3	-2	-1
CC12CCC(C(=O)N/N=C/c3ccc(O)cc3)(OC1=O)C2(C)C (configuration not stated)	-13	3	-2	3	5	-6	3	0.2	6	-10
O=C(CSc1nnc(Nc2ccccc2)s1)NC1CCS(=O)(=O)C1 (configuration not stated)	-10	-3	6	5	-1	0	0	-2.5	-2	3
Nc1ncnc2nc(SCc3ccccc3)[nH]c12	-4	-4	-7	2	-1	1	1	2.7	-1	1
CCOc1cc(C(=S)N2CCCC2)ccc1OCc1ccccc1	-7	2	-2	1	-1	-3	0	-2.9	-3	5
CC(=O)c1ccc(NS(=O)(=O)c2ccc3c(c2)N(C(C)=O)CCO3)cc1	-3	-3	14	-2	-3	2	-2	-0.6	-5	2
CN(CC(=O)Nc1ccc2c(c1)OCO2)S(=O)(=O)c1cccs1	-4	4	5	4	-5	3	-7	-2.5	-5	0
O=C(c1ccccc1)N1CCCc2ccccc21	10	-4	4	2	6	-4	0	-1.6	0	1
CC1=NOC(=O)/C1=C/c1ccc(O)cc1	-4	-8	2	8	10	0	3	0.1	6	2
CCOc1cccc(C(=O)Nc2nnc(-c3cccs3)s2)c1	2	1	1	-7	-6	5	23*	0.2	-3	-1
CNC1=CC(=O)CC(c2ccccc2)C1 (configuration not stated)	-1	10	3	2	4	-3	-2	0.1	-1	3
CCCCCCn1cc(CN2CC(N3CCSCC3)CS2(=O)=O)nn1 (configuration not stated)	-3	0	6	.	9	1	0	0.3	1	-5
CC(=O)Oc1c(S(=O)(=O)c2ccc(C)cc2)c(C)nn1-c1ccccc1	7	0	-5	5	6	0	0	0.7	4	-1
O=C1c2ccccc2C(=O)N1OCc1ccccc1	-8	-1	1	2	7	5	5	-0.3	1	1
CCC(C)C(NC(N)=O)C(=O)Nc1ccc(C)c(Cl)c1 (configuration not stated)	9	1	2	-5	-5	-3	6	-2.5	5	2
CON/C=C(\C=Nc1ccc(F)cc1)c1ncc(C(F)(F)F)cc1Cl	-1	-2	-2	-7	3	-1	1	0.1	-2	2
COc1ccc(C(=O)N/C(=C\c2cn(C)c3ccccc23)C(=O)N2CCN(C)CC2)cc1	-8	6	-3	1	1	0	4	-2.7	11	-7
Cc1ccc(S(=O)(=O)N2CCOCC2)cc1NC(=O)c1cccc(S(=O)(=O)N2CCCC2)c1	13	-1	-6	2	3	2	-5	-0.2	1	-3
O=C(COC(=O)c1cccs1)Nc1cccc(S(=O)(=O)N2CCCCC2)c1	-11	-6	3	-20	-8	3	0	-0.7	-2	0
O=c1oc2ccccc2c(N2CCCCC2)c1CN1CCCCC1	7	-5	-2	-7	-9	11	-2	0.3	1	1
O=C(Nc1ccc(F)cc1F)c1ccc(-n2cccn2)nc1	19	-4	-5	-1	-5	-2	3	2.3	0	-4
CC(C)CN(C(=O)COC(=O)Cc1cccc2ccccc12)c1c(N)n(Cc2ccccc2)c(=O)[nH]c1=O	-2	-8	-2	-15	-7	3	3	0.2	-5	2
CC(C)c1cccc(C(C)C)c1NC(=O)COC(=O)C1CCC1	8	7	7	-4	2	-5	3	0.1	-2	-4
CCn1cc(CN2CCc3c([nH]c4ccccc34)C2c2cccc(O)c2)c(C)n1 (configuration not stated)	-14	3	-2	-2	-7	1	3	-0.4	-3	8
COC(=O)/C(C#N)=C/c1ccc(OC(=O)c2ccccn2)cc1	-2	-7	-24	-7	6	3	-2	-2.2	3	14*
COc1ccc(C2=NOC(Cn3nc(C(=O)O)cc3-c3ccccc3)C2)cc1 (configuration not stated)	-3	-1	9	-2	3	11	-4	-0.5	0	0
COC(=O)C1=C(C)N(Cc2ccccc2C(F)(F)F)C(=NCc2ccc3c(c2)OCO3)NC1c1ccccc1 (configuration not stated)	6	-4	-3	.	10	6	1	0.1	2	-3
CN(CC(=O)N1CCN(c2ccccc2)CC1)S(=O)(=O)c1cccs1	-2	-2	-2	2	-4	0	1	-0.7	-2	2
O=C(Nc1ccccc1C(F)(F)F)c1ccccn1	-11	-1	5	5	3	0	0	0.8	1	-1
CC(C)(C)NC(=O)C1c2ccccc2OCC(=O)N1Cc1cccnc1 (configuration not stated)	6	4	4	.	5	1	3	0.6	-4	5
CCOC(=O)C1NN=C(C(=O)c2ccccc2)C1c1ccc(OC)cc1 (configuration not stated)	9	0	6	.	-1	-2	0	-1.2	-1	2
O=C(Cc1ccccc1F)NCC1(N2CCOCC2)CCCCC1	2	8	3	1	-7	-6	8	-0.3	-4	6
CCCCc1nnc(NC(=O)Cc2ccc(S(=O)(=O)N3CCOCC3)s2)s1	-2	-2	4	-6	-1	22	-3	-1.4	3	4
O=C(NCc1ccc(F)cc1)C(=O)Nc1nc(C23CC4CC(CC(C4)C2)C3)cs1	-8	-15	0	-8	12	16	3	0.5	-2	0
CCOC(=O)C(C)NC(=O)CCc1nnc2ccc(N3CCC(C)CC3)nn12 (configuration not stated)	-8	5	-4	0	-4	-12	-1	3.2	0	0
COc1ccc(-n2c(Cc3cccn3C)nnc2SCC(=O)NCc2ccco2)cc1	-1	2	-5	-2	0	5	2	-0.5	5	-3
Cc1ccccc1C(=O)OCc1cnc(Cl)s1	1	-1	4	-10	7	-4	1	-0.8	-2	5
CC(=O)c1ccc2c(c1)N(Cc1ccc3ccccc3c1)C(=O)C(C)S2 (configuration not stated)	5	1	4	.	-9	2	-4	-1.0	-4	-5
Cc1ccc(/C=C(\C#N)C(=O)NC(C)c2ccccc2)o1 (configuration not stated)	10	-3	4	-2	4	-1	5	-1.7	-2	1
CC1Cc2ccccc2N1S(=O)(=O)c1ccc2c(c1)n(C)c(=O)c(=O)n2C (configuration not stated)	-9	3	0	-1	-1	-1	-7	0.6	-1	4
CC(=O)OC1COC(N2CCc3cc([N+](=O)[O-])ccc32)C(OC(C)=O)C1OC(C)=O (configuration not stated)	-7	5	7	-1	3	-2	-1	0.6	-3	1
CC1=NN(C2=NS(=O)(=O)c3ccccc32)C(C)(O)C1 (configuration not stated)	2	13	2	7	6	9	-6	-6.4	4	2
COc1cccc(Nc2nc(-c3ccccc3O)nc3ccccc23)c1	13	2	4	-41	-2	11	155*	0.6	3	0
O=C(CNC(=O)c1ccccc1F)Nc1ccc2c(c1)CCC2	10	-2	2	-7	0	0	0	0.5	-2	-1
CN(C)N1C(=O)CC(NNC(=O)c2ccncc2)C1=O (configuration not stated)	-18	-5	4	10	8	1	-3	1.6	-1	-97
CCn1c(SCc2nc3scc(-c4ccccc4)c3c(=O)[nH]2)nnc1-c1cccs1	-5	-4	8	-19	-12	9	-1	-1.4	-4	3

Additional entries
SMILES	TDP2 inh	SIAE primary	TCR-CD3 inh	HTRA1 inh	ABHD4 inh	rCAG RNA binder	Rev-erbA mod	PG9 binder	PRMT1 FP inh	LEDGF integ inh
COC(=O)[C@]1(Cc2ccccc2)N[C@H](CN(C)C(=O)c2ccc(F)cc2)[C@@H]2C(=O)N(Cc3ccccc3)C(=O)[C@@H]21	-5	-1	-7	5	7	-1	-10	-0.5	6	-3
NC(=O)CSc1cn(Cc2ccccc2)c2ccccc12	0	5	-5	3	3	-4	1	-1.6	23*	-4
O=C(CCNS(=O)(=O)c1cccc2nsnc12)NC1CCCc2ccccc21 (configuration not stated)	4	-7	-4	0	0	4	-5	0.6	0	-2
OCC1(Cc2ccccc2)CCN(Cc2ccc(-c3ccco3)cc2)CC1	4	2	1	-17	-5	-5	7	-1.1	6	5
Cc1occc1C(=O)Nc1ccc2ccccc2c1	-12	-6	6	-23	-21	14	-1	2.0	3	-3
C=CCc1c(C)[nH]c(=S)c(C#N)c1C	-4	-7	6	-14	6	6	-1	0.9	32*	-4
O=C(NCc1cccs1)C1CCN(S(=O)(=O)N2CCCC2)CC1	-3	4	-1	-6	1	-4	5	-0.8	-2	-3

A portion of the library; rates above refer to the full screens.
